Bioassay records as filed in PubChem.
SKKanGAS inh – S. pyogenes SKKanGAS growth inhibitors in kanamycin, primary screen, streptokinase expression inhibitor project, SKKanGAS strain, BacTiter-Glo luminescence. 6 h. inhibition, % at 7.5 µM. actives 1.3% (n = 300,000);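 active = mean replicate score, as percent of positive control median, at least 50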;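 also: strain carries kanamycin resistance gene driven by streptokinase promoter and grows in 40 µg/ml kanamycin; loss of luminescence reflects streptokinase promoter inhibition or plain growth inhibition; 0% = median of DMSO wells and 100% = positive control at its reference dose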
KCNK3 inh – human KCNK3 channel inhibitors, primary screen, CHO cells, FluxOR thallium flux, B-score. Potassium channel subfamily K member 3 (Homo sapiens), O14649. FluxOR fluorescence; active compounds read low. B-score at 10 µM. actives 0.84% (n = 340,000);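 active = B-score under library mean minus 4 SD, starting fluorescence ratio at most library mean plus 5 SD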;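 also: more negative B-score means stronger inhibition of thallium flux through KCNK3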
TMEM16A act – TMEM16A chloride channel activators or potentiators, primary screen, cell-based, HTS; HEK293 TMEM16A/YFP-H148Q/I152L, iodide quench fluorescence; active compounds read low; B-score at 10 µM; actives 0.3% (n = 340,000);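 active = fluorescence-ratio B-score plate-corrected deviation score at least 3 library SD below zero, with starting fluorescence score within 5 deviations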;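 also: channel opened by trigger with iodide after compound preincubation; score built on the fluorescence ratio of max minus min over baseline; more negative score means more quench and so TMEM16A activation or potentiation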
TMEM16A inh – TMEM16A chloride channel inhibitors, primary screen, cell-based, HTS. HEK293 TMEM16A/YFP iodide influx fluorescence, ionomycin. normalized B-score (activity score, 25-100; higher = stronger inhibition) at 10 µM. actives 1.2% (n = 310,000);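 active = ratio plate-corrected score three or more library SD toward inhibition, starting fluorescence score within five deviations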;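 also: score derived from kinetic fluorescence span divided by baseline fluorescence per well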
RGS4 pot – RGS4 potentiators or activators, primary screen, cell-based, HEK293 M3R inducible RGS4, calcium flux. carbachol calcium flux Fluo4; active compounds read low. B-score at 10 µM. actives 0.92% (n = 310,000). AID 463111, 2010;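 active = B-score of the integrated calcium signal more than 4 SD below the library mean, with starting fluorescence not abnormally high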;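 also: negative B-score means reduced calcium response which marks RGS4 activation or potentiation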
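System: HEK293 FlpIn-TREx cells, stable M3R, doxycycline-inducible RGS4. Timing: overnight RGS4 induction, 30 min dye load 37 °C, 20 min compound RT. Also added: carbachol, ECmax concentration. Measured by: Fluo4 fluorescence kinetic imaging of calcium. Evaluation: integrated calcium ratio converted to B score.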
hERG rescue – hERG rescue from dofetilide block, primary screen, cell-based, CHO-hERG, FluxOR thallium flux, dofetilide IC70; actives 0.51% (n = 310,000); activation (rescue from dofetilide block), less the hit threshold, % at 10 µM; AID 1511, 2009; dofetilide IC70 present;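 active = activation above the mean of controls blocked by dofetilide plus 5 SD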;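 also: thallium influx through hERG after potassium depolarization seen as dye fluorescence rise; in these data hits start at about 4.7%; inactives centre near -7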
KCNK9 block – KCNK9 potassium channel inhibitors, primary screen, HEK293 cells, thallium flux. Potassium channel subfamily K member 9 (Homo sapiens), Q9NPC2. FluxOR thallium flux fluorescence; active compounds read low. B-score at 10 µM. actives 1.2% (n = 310,000);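 active = ratio B-score over 3 SD below the library mean, with starting fluorescence within 5 SD of its mean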;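 also: negative B-score means less thallium flux so channel inhibition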
RGS4 inh – RGS4 inhibitors, primary screen, cell-based, HEK293 M3R inducible RGS4, calcium flux; Fluo-4 calcium flux; active compounds read high; triggered by carbachol at its EC20; B-score at 10 µM; actives 0.45% (n = 310,000); Regulator of G-protein signaling 4 (Homo sapiens), P49798;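 active = B-score, a plate-corrected calcium signal, over three deviations above library mean, with baseline fluorescence within five deviations of library mean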;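 also: RGS4 expression induced by doxycycline in cells with stable M3 receptor; B-score is computed from the integrated fluorescence ratio over baseline after carbachol; higher B-score means a larger calcium signal and so more RGS4 inhibition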
Target sequence (P49798 whole entry, looked up): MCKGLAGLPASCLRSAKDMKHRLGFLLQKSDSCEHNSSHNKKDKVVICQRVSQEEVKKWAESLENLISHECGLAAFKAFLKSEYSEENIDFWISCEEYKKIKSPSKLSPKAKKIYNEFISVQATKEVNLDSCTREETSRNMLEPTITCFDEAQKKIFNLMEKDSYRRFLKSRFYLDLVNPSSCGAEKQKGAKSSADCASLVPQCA
HDAC3 inhib – HDAC3 deacetylase inhibitors, primary screen, biochemical, fluorescence, cell-free homogeneous; Histone deacetylase 3 (Homo sapiens), O15379; recombinant HDAC3, fluorogenic peptide/trypsin coupled; inhibition, % at 8.3 µM; actives 0.15% (n = 320,000); AID 2718, 2010; in the data active = inhibition above about 26%, passing the limit was not always enough
KCNQ1 inh – inhibitors of human KCNQ1 channel, primary screen, cell-based, thallium flux, high-throughput; AID 2642, 2010; Potassium voltage-gated channel subfamily KQT member 1 (Homo sapiens), P51787; CHO-K1 KCNQ1, FluxOR thallium flux fluorescence; active compounds read high; actives 1.3% (n = 310,000); B-score at 10 µM;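 active = compounds whose thallium flux B-score, printed positive for inhibition, exceeds three library SD while starting fluorescence stays within three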;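 also: channel opened by potassium depolarization with thallium stimulus after 20 min compound exposure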
Target sequence (P51787 whole entry, looked up): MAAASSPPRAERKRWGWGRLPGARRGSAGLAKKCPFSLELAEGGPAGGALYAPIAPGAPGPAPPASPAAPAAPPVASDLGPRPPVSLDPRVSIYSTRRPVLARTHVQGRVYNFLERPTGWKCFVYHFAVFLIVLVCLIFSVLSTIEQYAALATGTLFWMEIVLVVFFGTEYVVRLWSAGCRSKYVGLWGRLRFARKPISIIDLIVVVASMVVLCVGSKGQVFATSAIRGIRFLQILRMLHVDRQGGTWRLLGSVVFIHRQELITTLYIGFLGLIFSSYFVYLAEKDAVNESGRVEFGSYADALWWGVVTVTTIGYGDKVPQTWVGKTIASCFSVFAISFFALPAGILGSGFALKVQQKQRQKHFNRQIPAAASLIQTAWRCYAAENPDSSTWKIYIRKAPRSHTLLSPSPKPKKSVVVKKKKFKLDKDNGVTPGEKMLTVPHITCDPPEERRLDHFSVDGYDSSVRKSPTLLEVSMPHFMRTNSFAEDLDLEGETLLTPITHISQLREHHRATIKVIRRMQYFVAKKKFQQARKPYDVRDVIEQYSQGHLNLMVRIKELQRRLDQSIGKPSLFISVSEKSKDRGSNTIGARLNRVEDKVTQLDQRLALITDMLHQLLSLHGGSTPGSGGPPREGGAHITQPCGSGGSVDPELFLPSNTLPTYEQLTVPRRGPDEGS
KCNQ1 pot – potentiators or activators of KCNQ1 channel, primary screen, cell-based, thallium flux, high-throughput; actives 0.35% (n = 310,000); CHO-K1 KCNQ1, thallium flux FluxOR fluorescence; active compounds read high; Potassium voltage-gated channel subfamily KQT member 1 (Homo sapiens), P51787; B-score at 10 µM;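 active = fluorescence ratio B-score, a plate-corrected score, at least three library SD, with initial intensity B-score within 5 SD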
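Assay system: CHO-K1 cells stably expressing KCNQ1; Medium: assay buffer with matched DMSO; Also added: K+/Tl+ depolarizing stimulus; Dosing: single dose; Timing: dye 90 min, compound 20 min, room temperature; Measured by: kinetic FluxOR thallium fluorescence, 10-s 1-Hz baseline, 110-s post-stimulus read; Read-out: peak-minus-minimum fluorescence over initial fluorescence, negative-control normalized, B-scored.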
* marks the source's active call; other numbers are inactive results; i = inactive; x = not tested or not shown. The order is random (roughly 6.3% active in at least one column).

SMILES	SKKanGAS inh	KCNK3 inh	TMEM16A act	TMEM16A inh	RGS4 pot	hERG rescue	KCNK9 block	RGS4 inh	HDAC3 inhib	KCNQ1 inh	KCNQ1 pot
Cc1ccc(OCCCCN2CCc3ccccc3C2)c(C)c1	0	i	i	i	i	-11	i	i	2	i	i
CC(C)CC(=O)Nc1cccc(C(=O)Nc2ccccc2C(=O)O)c1	6	i	i	i	i	-3	i	i	2	i	i
Cc1nnc(SCC(=O)O)o1	3	i	i	i	i	-6	i	i	-9	i	i
CCOC(=O)c1sc(N2N=C(C)C(N=Nc3cccc(C)c3)C2=O)nc1C (configuration not stated)	36	i	i	i	i	-6	i	i	5	i	i
COc1ccc2[nH]c(=O)c(CN(CC3CCCO3)C(=S)Nc3ccccc3)cc2c1 (configuration not stated)	28	i	i	i	i	-12	i	i	-1	i	i
CCCCn1c(N)c(Sc2ccc(Cl)cc2)c(=O)[nH]c1=O	2	i	i	i	i	-10	i	i	-3	i	i
CCOC(=O)C1=C(C)NC(=S)N(C(C)=O)C1c1ccccc1 (configuration not stated)	5	i	i	i	i	-3	i	i	5	i	i
CC1(C)SC(=S)N(c2ccccc2)C1/[N+]([O-])=C/c1cccc([N+](=O)[O-])c1 (configuration not stated)	-1	i	i	i	i	-8	i	i	2	i	i
C=CCNC(=O)CSc1nc2sc3c(c2c(=O)n1CCC)CCC3	9	i	i	i	i	-8	i	i	8	i	i
CC(C)C1Cc2c(sc3[nH]c(=S)n(Cc4ccccc4)c(=O)c23)CO1 (configuration not stated)	82*	i	i	100*	i	8.8*	i	i	-2	i	26*
CN(c1ccccc1C(=O)Nc1ccc2c(c1)OCCO2)S(C)(=O)=O	-17	i	i	i	i	-6	i	i	10	i	i
Cc1ccc(OCC(=O)Nc2ccc(F)cc2)c([N+](=O)[O-])n1	-3	i	i	i	i	-9	i	i	5	i	i
CCCn1cc2c(c1-c1cccc(C)c1)c(=O)n(C)c(=O)n2C	0	i	i	i	i	-8	i	i	-3	i	i
CC(C)(C)n1nc2c(c1NC(=O)c1ccccc1C(F)(F)F)CS(=O)(=O)C2	1	i	i	i	i	-5	i	i	1	i	i
COc1ccc(CC(=O)N/N=C(\C)c2ccccn2)cc1	-2	i	i	i	i	-4	i	i	-1	i	i

Entries of single compounds as entered above. Values in the order: SKKanGAS inh, KCNK3 inh, TMEM16A act, TMEM16A inh, RGS4 pot, hERG rescue, KCNK9 block, RGS4 inh, HDAC3 inhib, KCNQ1 inh, KCNQ1 pot
CC(C)CC(=O)Nc1cccc(C(=O)Nc2ccccc2C(=O)O)c1 as listed: 6, i, i, i, i, -3, i, i, 2, i, i
CCOC(=O)c1sc(N2N=C(C)C(N=Nc3cccc(C)c3)C2=O)nc1C (configuration not stated) as listed: 36, i, i, i, i, -6, i, i, 5, i, i
CC1(C)SC(=S)N(c2ccccc2)C1/[N+]([O-])=C/c1cccc([N+](=O)[O-])c1 (configuration not stated) as listed: -1, i, i, i, i, -8, i, i, 2, i, i

The list continues:
SMILES	SKKanGAS inh	KCNK3 inh	TMEM16A act	TMEM16A inh	RGS4 pot	hERG rescue	KCNK9 block	RGS4 inh	HDAC3 inhib	KCNQ1 inh	KCNQ1 pot
COc1c(O)ccc(/C=C(\C#N)c2nc3ccccc3[nH]2)c1[N+](=O)[O-]	55*	i	i	i	i	-3	i	i	10	i	i
O=C(NCCc1cccs1)C1CC1	0	i	i	i	i	-11	i	i	0	i	i
COc1ccc(Cn2c(C)nc3c(c(=O)c4ccccc4n3C)c2=O)cc1	6	i	i	i	i	1	i	i	1	i	i
COc1ccc(NS(=O)(=O)c2ccc(Cl)s2)cn1	0	i	i	i	i	-11	i	i	-2	i	i
CC(=O)c1c(C)oc2c1cc(O)c1ccccc12	-1	i	i	i	i	-7	i	i	-1	i	i
Cc1cccc(C(=O)Nc2cc(OCc3cccc(F)c3)c(Cl)cc2Cl)c1	-2	i	i	i	i	-13	i	i	1	i	i
CC1(C)Oc2ccc3ccc(=O)oc3c2/C(=C/Nc2ccc(O)cc2)C1=O	13	i	i	i	i	-8	i	i	-8	i	i
CCOCC(O)CNc1ccccc1 (configuration not stated)	0	i	i	i	i	5.4*	i	i	-10	i	i
CCN(C(=O)COC(=O)c1cc(-c2ccccc2)nn1-c1ccccc1)C1CCS(=O)(=O)C1 (configuration not stated)	-3	i	i	i	i	-17	i	i	7	i	i
C[C@@]12CCC=C[C@H]1[C@H](c1ccc3ccccc3c1/C=C/c1ccccc1)N(Cc1ccccc1)C2=O	28	i	i	i	i	-11	i	i	0	i	i
O=C(NC1CCCC1)C(c1ccncc1)N(Cc1ccco1)C(=O)c1ccc(-c2ccccc2)[nH]1 (configuration not stated)	-18	i	i	i	i	-25	i	i	11	i	i
COc1ccc(NC(=O)c2cc3c(s2)CCC3)cc1S(=O)(=O)N1CCOCC1	6	i	i	i	i	-1	i	i	-1	i	i
Cc1ccc(C2C3C(=O)N(c4ccc(C)cc4)C(=O)C3N3CCCN23)cc1 (configuration not stated)	-3	i	i	i	i	-5	i	i	1	i	i
C=CCOC(=O)C1=C[C@H](c2ccccc2)[C@@H](CCCO)[C@H](OCC)O1	-3	i	i	i	i	-8	i	i	10	i	i
CCOC(=O)C1CCN(C(=O)Cc2c(C(=O)O)n(C)c3ccccc23)CC1	-1	i	i	i	i	-3	i	i	-1	i	i
O=c1[nH]c2ccccc2n1C1=CCNCC1	2	i	i	x	i	-7	i	i	x	i	i
CC(=O)NCC(=O)OCC(=O)N1c2ccccc2Sc2ccccc21	6	i	i	i	i	-11	i	i	-2	i	i
O=C(Cc1cccs1)NCCc1ccc(Cl)cc1	3	i	i	i	i	-6	i	i	6	i	i
CC(=O)Nc1ccc(S(=O)(=O)NC2=C(N3CCN(Cc4ccccc4)CC3)C(=O)c3ccccc3C2=O)cc1	20	i	i	i	i	-27	i	i	6	i	i
COc1ccc2[nH]c(=O)c(CN(Cc3nnnn3CCc3ccccc3)CC3CCCO3)cc2c1 (configuration not stated)	2	i	i	i	i	-13	i	i	10	i	i
COc1cc(/C=C/c2cccc[n+]2C)ccc1OCC(=O)Nc1ccccc1C	3	i	i	i	i	-4	i	i	4	i	i
COc1cc(/C=C/C(=O)O)cc(S(=O)(=O)Nc2ccccc2Oc2ccccc2)c1OC	-6	i	i	i	i	-13	i	i	6	i	i
CSc1ccccc1OCc1cc(C(=O)N2CCc3[nH]cnc3C2c2ccccn2)no1 (configuration not stated)	1	i	i	i	i	-7	i	i	-6	i	i
Cc1ccc(-c2nc3cccnc3s2)cc1NS(=O)(=O)c1ccc2c(c1)OCCO2	40	i	i	i	i	-3	i	i	1	i	i
COCCNC(=O)c1ccc(N2CC3CC(C2)c2cccc(=O)n2C3)c(NC(=O)c2c(F)cccc2F)c1 (configuration not stated)	0	i	i	i	i	-9	i	i	-2	i	i
O=C(OCC(=O)c1ccc[nH]1)c1ccc(Cl)nc1	-4	i	i	i	i	-10	i	i	-4	i	i
COc1ccc(C)c2sc(NC(=O)C3=COCCO3)nc12	-10	i	i	i	i	-8	i	i	-7	i	i
CC(C)[C@H](NC(=O)c1ccco1)C(=O)OCC(=O)N1CCc2ccccc21	-2	i	i	i	i	-8	i	i	-19	i	i
COc1ccc(NC(=O)CCC(=O)Nc2nnc(C3CCCCC3)s2)cc1	0	i	i	i	i	-4	i	i	-5	i	i
CC(=O)NC(CC(=O)Nc1nc(C)cs1)c1ccccc1 (configuration not stated)	1	i	i	i	i	-16	i	i	-4	i	i
CCNC(=O)COc1ccc(C=O)cc1OC	-2	i	i	i	i	1	i	i	1	i	i
CNC(=S)N/N=C/c1ccc(-c2cc([N+](=O)[O-])ccc2Cl)o1	-13	i	i	i	i	0	i	i	-1	i	i
COc1ccccc1NC(=O)/C(C#N)=C/C=C/c1ccco1	-8	i	i	i	i	-7	i	i	4	i	i
O=C(CCc1nc(-c2ccc(Cl)cc2)no1)OCc1ccc(Br)cc1	15	i	i	i	i	-11	i	i	-3	i	i
Nc1nc(CSCCO)nc(Nc2ccccc2)n1	0	i	i	i	i	-6	i	i	-1	i	i
COc1ccc(O)c(C(=O)c2cnn(-c3ccccc3)c2)c1	10	i	i	i	i	-2	i	i	-8	i	i
CC1CCCCC1NC1=NCCS1 (configuration not stated)	2	i	i	i	i	-8	i	i	6	i	i
CSc1nnc(-c2sccc2OCc2ccccc2)n1C	3	i	i	i	i	-16	i	i	1	i	i
CCOCCCNC(=O)C1CCCN(S(=O)(=O)CC)C1 (configuration not stated)	-2	i	i	i	i	-4	i	i	-8	i	i
COc1ccccc1C(=O)N/C(=C\c1ccc(Br)cc1)C(=O)N1CCCC1	9	i	i	i	i	-14	i	i	6	i	i
CO/N=C\C(=N\Nc1ccc(OC)cc1)C(=O)c1ccccc1	32	i	i	i	i	-11	i	i	0	i	i
COc1ccc(/C=C2\CCC(C3CCCC3)C2=O)c(OC)c1OC (configuration not stated)	2	i	i	i	i	-5	i	i	-1	i	i
CC1(c2nnc(-c3ccccc3)o2)CC(c2ccncc2)=NO1 (configuration not stated)	3	i	i	i	i	-8	i	i	-7	i	i
CCOc1ccc(CSC(=N)N)cc1Cl	3	i	i	i	i	-12	i	i	-1	i	i
